TcdB GH inh = TcdB glycohydrolase inhibition. P18177. TcdB glycohydrolase enzymatic assay, plate reader. inhibition, % at 9.99 µM. 350,000 tested, 0.24% active; in the data active = inhibition above about 10%
Target sequence (P18177 whole entry, looked up): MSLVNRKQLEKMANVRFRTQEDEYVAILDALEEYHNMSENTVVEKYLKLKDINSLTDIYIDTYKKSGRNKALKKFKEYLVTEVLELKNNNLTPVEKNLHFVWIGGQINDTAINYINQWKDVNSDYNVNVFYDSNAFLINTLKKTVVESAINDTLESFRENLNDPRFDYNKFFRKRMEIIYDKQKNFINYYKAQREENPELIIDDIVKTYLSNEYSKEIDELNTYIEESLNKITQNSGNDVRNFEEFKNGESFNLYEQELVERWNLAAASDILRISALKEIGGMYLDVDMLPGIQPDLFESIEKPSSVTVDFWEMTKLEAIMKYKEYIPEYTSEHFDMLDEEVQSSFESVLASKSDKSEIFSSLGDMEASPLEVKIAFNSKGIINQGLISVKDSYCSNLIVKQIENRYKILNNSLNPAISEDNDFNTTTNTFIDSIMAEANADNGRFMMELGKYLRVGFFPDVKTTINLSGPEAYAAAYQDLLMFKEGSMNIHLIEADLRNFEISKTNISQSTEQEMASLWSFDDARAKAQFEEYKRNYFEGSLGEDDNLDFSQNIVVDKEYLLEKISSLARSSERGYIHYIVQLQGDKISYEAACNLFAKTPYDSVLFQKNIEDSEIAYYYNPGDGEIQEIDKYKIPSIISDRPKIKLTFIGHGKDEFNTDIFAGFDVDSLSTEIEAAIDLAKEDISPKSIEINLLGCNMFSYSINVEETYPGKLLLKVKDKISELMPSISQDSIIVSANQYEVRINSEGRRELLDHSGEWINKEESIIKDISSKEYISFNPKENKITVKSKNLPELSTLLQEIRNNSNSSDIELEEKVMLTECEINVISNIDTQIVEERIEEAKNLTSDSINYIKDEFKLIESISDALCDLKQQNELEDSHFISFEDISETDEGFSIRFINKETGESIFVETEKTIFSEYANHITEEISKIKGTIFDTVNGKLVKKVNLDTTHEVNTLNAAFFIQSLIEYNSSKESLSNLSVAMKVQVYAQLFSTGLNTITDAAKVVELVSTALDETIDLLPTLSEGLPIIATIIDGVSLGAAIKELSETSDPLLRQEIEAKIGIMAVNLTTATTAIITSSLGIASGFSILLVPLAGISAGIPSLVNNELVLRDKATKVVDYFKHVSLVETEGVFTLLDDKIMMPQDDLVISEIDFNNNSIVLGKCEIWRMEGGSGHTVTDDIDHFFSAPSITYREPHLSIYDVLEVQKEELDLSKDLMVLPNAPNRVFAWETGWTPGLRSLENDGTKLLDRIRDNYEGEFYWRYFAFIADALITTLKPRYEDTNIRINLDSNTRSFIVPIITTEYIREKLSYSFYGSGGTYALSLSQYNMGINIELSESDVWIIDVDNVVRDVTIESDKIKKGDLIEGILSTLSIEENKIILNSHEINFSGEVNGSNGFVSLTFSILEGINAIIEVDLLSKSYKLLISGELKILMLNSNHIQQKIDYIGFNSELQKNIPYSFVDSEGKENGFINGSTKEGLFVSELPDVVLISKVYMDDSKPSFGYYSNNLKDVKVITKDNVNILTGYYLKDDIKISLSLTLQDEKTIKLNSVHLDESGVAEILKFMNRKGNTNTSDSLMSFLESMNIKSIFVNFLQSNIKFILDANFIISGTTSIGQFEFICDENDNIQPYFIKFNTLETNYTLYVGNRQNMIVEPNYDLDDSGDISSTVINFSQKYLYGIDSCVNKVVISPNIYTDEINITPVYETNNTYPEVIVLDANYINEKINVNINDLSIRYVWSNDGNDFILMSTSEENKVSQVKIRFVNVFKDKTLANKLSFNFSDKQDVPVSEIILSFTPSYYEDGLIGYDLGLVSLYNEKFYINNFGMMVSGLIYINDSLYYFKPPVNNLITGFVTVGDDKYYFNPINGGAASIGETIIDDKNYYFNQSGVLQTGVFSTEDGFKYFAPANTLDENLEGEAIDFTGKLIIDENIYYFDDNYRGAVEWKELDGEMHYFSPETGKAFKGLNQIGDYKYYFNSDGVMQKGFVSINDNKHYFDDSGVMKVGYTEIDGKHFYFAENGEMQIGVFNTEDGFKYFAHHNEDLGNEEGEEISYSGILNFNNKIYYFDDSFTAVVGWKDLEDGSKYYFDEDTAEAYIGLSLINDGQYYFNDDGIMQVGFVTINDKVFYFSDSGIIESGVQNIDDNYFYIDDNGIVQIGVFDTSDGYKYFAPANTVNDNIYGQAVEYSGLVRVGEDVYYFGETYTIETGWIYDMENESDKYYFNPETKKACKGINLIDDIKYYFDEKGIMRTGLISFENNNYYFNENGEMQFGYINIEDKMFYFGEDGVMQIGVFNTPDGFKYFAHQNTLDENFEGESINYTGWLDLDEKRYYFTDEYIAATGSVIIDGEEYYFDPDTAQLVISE
The depositor's hits bear a star.

SMILES | TcdB GH inh
CCCC#Cc1ccc([C@H]2[C@@H](CO)N3C(=O)CN(S(=O)(=O)c4ccccc4C)C[C@@H]23)cc1 | 0.2
O=C(C[C@H]1C=C[C@H](NC(=O)Nc2ccccc2)[C@@H](CO)O1)NCc1ccccn1 | 0.5
C[C@H](CO)N1C[C@H](C)[C@@H](CN(C)C(=O)Nc2ccc(-c3ccccc3)cc2)OCc2ccccc2-c2ccccc2C1=O | -0.7
Cc1noc(C)c1S(=O)(=O)N(C)C[C@@H]1OCCCC[C@@H](C)Oc2ccc(NC(=O)Cc3ccccc3)cc2C(=O)N([C@@H](C)CO)C[C@H]1C | 1.1
COc1ccc(S(=O)(=O)Nc2ccc3c(c2)C(=O)N([C@H](C)CO)C[C@H](C)[C@H](CN(C)S(=O)(=O)c2ccc(C)cc2)O3)cc1 | -1.7
CCCNC(=O)[C@@H]1[C@@H](CO)[C@@H]2Cn3c(cccc3=O)[C@H]1N2C(=O)Nc1cc(F)ccc1F | -3.4
COc1ccc(NC(=O)N(C)C[C@@H]2OCc3ccccc3-c3c(n(C)c4ccccc34)C(=O)N([C@H](C)CO)C[C@@H]2C)cc1 | 0.5
C[C@@H]1CN([C@H](C)CO)C(=O)Cc2cc(NC(=O)CCN3CCOCC3)ccc2O[C@@H]1CN(C)C(=O)Nc1ccc2c(c1)OCO2 | -1.1
O=C(c1ccc(F)cc1)N1C[C@H]2[C@@H](c3ccccc31)[C@H](CO)N2C(=O)c1ccccc1 | 0.2
CO[C@H]1CN(C)C(=O)c2cc(NS(C)(=O)=O)ccc2OC[C@H](C)N(Cc2nccs2)C[C@H]1C | 0.3
CCCC#Cc1cnc2c(c1)C(=O)N([C@@H](C)CO)C[C@@H](C)[C@@H](CN(C)C(=O)Nc1ccccc1OC)O2 | -0.8
CO[C@H]1O[C@H](CO)[C@@H](OC(=O)c2ccc(Br)cc2)[C@H](OC(=O)c2cc3ccccc3[nH]2)[C@H]1OC(=O)c1cc2ccccc2[nH]1 | 0.4

For reference, 2 of the compounds above:
SMILES | TcdB GH inh
CCCC#Cc1ccc([C@H]2[C@@H](CO)N3C(=O)CN(S(=O)(=O)c4ccccc4C)C[C@@H]23)cc1 | 0.2
O=C(C[C@H]1C=C[C@H](NC(=O)Nc2ccccc2)[C@@H](CO)O1)NCc1ccccn1 | 0.5

(list continues)
SMILES | TcdB GH inh
O=C(Nc1ccc2c(c1)OCO2)N[C@@H]1CC[C@H](CCNC(=O)C2CCOCC2)O[C@H]1CO | -0.3
OC[C@H]1Nc2ccc(-c3ccccc3)cc2[C@H]2[C@@H]1CCN2Cc1ccc(F)cc1 | -4.5
C[C@H](CO)N1C[C@H](C)[C@H](CN(C)Cc2ccc(C(F)(F)F)cc2)Oc2ccc(NS(=O)(=O)c3cn(C)cn3)cc2CC1=O | 0.8
COCC(=O)N1CCCCN2[C@@H](CO)[C@@H](c3ccc(-c4ccccc4)cc3)[C@@H]2C1 | -0.4
Cn1cnc(S(=O)(=O)N2CC[C@@H]3[C@H](CO)Nc4ccc(C#Cc5ccc(F)cc5)cc4[C@@H]32)c1 | 0.3
COc1cccc(-c2ccc([C@@H]3[C@H](CO)N4CCCCN(C(=O)c5ccc(F)cc5)C[C@@H]34)cc2)c1 | -12
C[C@@H]1CN([C@H](C)CO)C(=O)c2cc(NC(=O)CCN3CCOCC3)ccc2O[C@@H]1CN(C)Cc1ccc(C(F)(F)F)cc1 | 4.7
COc1cccc(C(=O)Nc2ccc3c(c2)OC[C@@H](C)N(C)C[C@@H](C)[C@H](OC)CN(C)C3=O)c1 | -0.5
CO[C@H]1CN(C)C(=O)c2ccc(NS(C)(=O)=O)cc2OC[C@@H](C)N(C(=O)C2CCC2)C[C@@H]1C | 0.7
COC(=O)C[C@H]1CC[C@H]2[C@H](COc3ccc(NC(=O)c4ccc(F)c(F)c4)cc3C(=O)N2C)O1 | -1.2
C[C@@H]1CN([C@@H](C)CO)C(=O)c2c(c3ccccc3n2C)-c2ccccc2CO[C@@H]1CN(C)C(=O)Nc1cccc(Cl)c1Cl | -0.7
COc1ccccc1CNC(=O)C[C@H]1C[C@H]2c3cc(NC(=O)C4CCC4)ccc3O[C@H]2[C@H](CO)O1 | -11
CC(C)C#Cc1cnc2c(c1)C(=O)N([C@H](C)CO)C[C@H](C)[C@@H](CN(C)Cc1ccc3c(c1)OCO3)O2 | -3.4
C[C@@H]1CN([C@H](C)CO)C(=O)c2cc(NC(=O)NC3CCCCC3)ccc2O[C@@H](C)CCCCO[C@@H]1CN(C)S(=O)(=O)c1ccc(F)cc1 | 0.7
C[C@H](CO)N1C[C@H](C)[C@@H](CN(C)C(=O)NC2CCCCC2)Oc2ccc(N(C)C)cc2C1=O | -1.6
CN(C)CCCNC(=O)[C@@H]1[C@@H](CO)[C@@H]2Cn3c(ccc(-c4cccc(C(=O)N(C)C)c4)c3=O)[C@H]1N2 | 0.8
CO[C@H]1CN(C)C(=O)c2ccc(NC(=O)Nc3cccc(F)c3)cc2OC[C@@H](C)NC[C@H]1C | -0.8
CCCC(=O)N1C[C@H]2[C@@H](c3ccccc31)[C@@H](CO)N2C(=O)CC1CC1 | -0.6
CC(C)NC(=O)N1[C@@H](CO)[C@@H]2c3ccccc3N(C)C[C@@H]21 | -1.1
Cc1noc(C)c1NC(=O)N(C)C[C@H]1Oc2ncc(C#CCN(C)C)cc2C(=O)N([C@@H](C)CO)C[C@@H]1C | 0.4
C[C@H]1CN([C@@H](C)CO)C(=O)c2cc(NS(=O)(=O)c3cccs3)ccc2O[C@H]1CN(C)S(C)(=O)=O | 0.7
CN1c2ccc(Br)cc2[C@H]2[C@H](CCN2C(=O)C2CCC2)[C@H]1CO | -0.1
C[C@H]1CN([C@@H](C)CO)C(=O)Cc2cc(NC(=O)CCN3CCOCC3)ccc2O[C@H]1CN(C)Cc1ccc(C(=O)Nc2ccccc2N)cc1 | -0.4
CO[C@H](CN(C)S(=O)(=O)c1ccc(F)cc1)[C@@H](C)CN([C@@H](C)CO)S(=O)(=O)c1cccc(Cl)c1 | 1.6
O=C(C[C@H]1C=C[C@H](NS(=O)(=O)c2ccccc2F)[C@H](CO)O1)NCCCN1CCOCC1 | 1.5
O=C(c1cccnc1)N1CC(=O)N2[C@H](CO)[C@H](c3ccc(C#CCC4CCCC4)cc3)[C@@H]2C1 | 2.2
C[C@@H]1CN([C@@H](C)CO)S(=O)(=O)c2ccc(-c3cccc(F)c3)cc2O[C@H]1CN(C)S(=O)(=O)c1ccccc1 | 0.2
CN(C)CCCNC(=O)C[C@@H]1C=C[C@@H](NS(=O)(=O)c2ccccc2)[C@@H](CO)O1 | 0.0
O=C(N[C@@H]1CC[C@H](CCNC(=O)C2CCOCC2)O[C@@H]1CO)c1ccccn1 | 1.0
C[C@H]1CN([C@@H](C)CO)C(=O)c2cccc(NS(=O)(=O)c3ccccc3)c2O[C@H]1CN(C)Cc1ccc(C(=O)Nc2ccccc2N)cc1 | 0.1
CC(C)CC#Cc1ccc2c(c1)O[C@@H](CN(C)Cc1cccc(F)c1)[C@@H](C)CN([C@H](C)CO)S2(=O)=O | -1.3
CCCC(=O)Nc1ccc2c(c1)OC[C@@H](C)N(Cc1cncnc1)C[C@H](C)[C@H](OC)CN(C)C2=O | 0.8
COc1ccccc1NC(=O)N[C@H]1CC[C@@H](CCNC(=O)Cc2ccccn2)O[C@H]1CO | -0.1
CC(C)C#Cc1ccc([C@H]2[C@@H](CO)N3CCCCN(C(=O)c4ccc(F)cc4)C[C@@H]23)cc1 | 1.3
C[C@@H]1CN([C@@H](C)CO)C(=O)c2cc(C#Cc3ccccn3)cnc2O[C@H]1CN(C)CC1CCCC1 | -0.4
O=C(Nc1cccc(F)c1)N1CCCCN2[C@H](CO)[C@@H](c3ccc(-c4ccccc4F)cc3)[C@@H]2C1 | -0.7
N#C[C@@H]1[C@H](c2ccc(C#CC3CCCCC3)cc2)[C@H](CO)N1C(=O)c1cccc(F)c1 | -4.2
Cc1noc(C)c1NC(=O)Nc1cccc2c1O[C@@H](CN(C)C(=O)Nc1ccccc1)[C@H](C)CN([C@@H](C)CO)C2=O | -0.7
CO[C@H]1CN(C)C(=O)c2ccc(NS(=O)(=O)c3cccc(F)c3)cc2OC[C@H](C)N(Cc2cc(F)ccc2F)C[C@H]1C | -0.8
COc1ccc(S(=O)(=O)N[C@H]2C=C[C@H](CC(=O)O)O[C@H]2CO)cc1 | 1.2
COCC#Cc1ccc([C@H]2[C@@H](CO)N3C(=O)CN(C(=O)C4CCCCC4)C[C@@H]23)cc1 | 0.0
Cc1ccc(S(=O)(=O)N(C)C[C@@H]2Oc3c(NC(=O)c4ccncc4)cccc3C(=O)N([C@H](C)CO)C[C@@H]2C)cc1 | 0.5
CCCN(C)C[C@@H]1Oc2cc(C#CC3CCCC3)ccc2S(=O)(=O)N([C@@H](C)CO)C[C@@H]1C | -2.2
O=C(C[C@@H]1CC[C@@H]2[C@H](COC[C@H](O)CN2Cc2ccc(Oc3ccccc3)cc2)O1)Nc1nccs1 | 0.4
O=C(C[C@H]1C[C@@H]2c3cc(NC(=O)Nc4ccc(C(F)(F)F)cc4)ccc3O[C@@H]2[C@H](CO)O1)NCC1CC1 | 0.8
COc1ccccc1-c1cnc2c(c1)C(=O)N([C@H](C)CO)C[C@@H](C)[C@@H](CN(C)Cc1ccccc1)O2 | 0.1
C[C@@H]1CN([C@H](C)CO)C(=O)c2cc(C#Cc3cccnc3)cnc2O[C@H]1CN(C)C | -1.2
O=C(c1ccc2c(c1)OCO2)N1CC(=O)N2[C@H](CO)[C@@H](c3ccc(C#CCC4CCCC4)cc3)[C@@H]2C1 | -1.0
C[C@H]1CCCCO[C@@H](CN(C)C(=O)Nc2ccc(F)cc2)[C@@H](C)CN([C@@H](C)CO)C(=O)c2cc(NS(=O)(=O)c3ccc(Cl)cc3)ccc2O1 | 0.0
CCNC(=O)C[C@H]1CC[C@H]2[C@@H](COC[C@@H](O)CN2C(=O)C2CC2)O1 | 0.7
C[C@H](CO)N1C[C@H](C)[C@@H](CN(C)CC2CCCCC2)Oc2ccc(NC(=O)CCCCCC(=O)Nc3ccccc3N)cc2C1=O | -1.9
C[C@@H]1CN([C@@H](C)CO)C(=O)c2cccc(NC(=O)Nc3ccc4c(c3)OCO4)c2O[C@@H]1CN(C)Cc1ccccc1 | -0.7
CNC[C@H]1OCCCC[C@H](C)Oc2ccc(NC(=O)c3ccccc3)cc2C(=O)N([C@H](C)CO)C[C@@H]1C | -1.6
CN1CCN(C(=O)C[C@@H]2CC[C@@H]3[C@H](COC[C@@H](O)CN3CC3CCCCC3)O2)CC1 | -0.7
C[C@@H]1CCCCO[C@H](CN(C)C(=O)Nc2ccc(F)cc2)[C@H](C)CN([C@@H](C)CO)C(=O)c2cc(NC(=O)c3ccncc3)ccc2O1 | 0.5
O=C(C[C@@H]1CC[C@@H](NC(=O)c2ccccn2)[C@H](CO)O1)NCc1cccc(F)c1 | -1.4
O=C(C[C@@H]1CC[C@@H](NC(=O)c2ccc(F)cc2)[C@@H](CO)O1)NCCc1ccncc1 | -0.8
CCCNC(=O)N1[C@H](CO)[C@H](c2ccccc2)C12CN(C(=O)CC1CC1)C2 | 0.8
C[C@H](CO)N1C[C@H](C)[C@@H](CN(C)C(=O)Nc2ccc(F)cc2)Oc2ccc(NC(=O)Nc3ccc(F)cc3)cc2CC1=O | 0.7
COC(=O)C[C@@H]1CC[C@@H]2[C@@H](COc3ccc(NC(=O)NC(C)C)cc3C(=O)N2C)O1 | -0.2

Reformatted: entries from further up
CCNC(=O)C[C@H]1CC[C@H]2[C@@H](COC[C@@H](O)CN2C(=O)C2CC2)O1
- TcdB GH inh = 0.7
C[C@H](CO)N1C[C@H](C)[C@@H](CN(C)CC2CCCCC2)Oc2ccc(NC(=O)CCCCCC(=O)Nc3ccccc3N)cc2C1=O
- TcdB GH inh = -1.9
C[C@@H]1CN([C@@H](C)CO)C(=O)c2cccc(NC(=O)Nc3ccc4c(c3)OCO4)c2O[C@@H]1CN(C)Cc1ccccc1
- TcdB GH inh = -0.7
CNC[C@H]1OCCCC[C@H](C)Oc2ccc(NC(=O)c3ccccc3)cc2C(=O)N([C@H](C)CO)C[C@@H]1C
- TcdB GH inh = -1.6

The list goes on.
SMILES | TcdB GH inh
Cc1noc(C)c1NC(=O)Nc1cccc2c1O[C@H](CN(C)Cc1ccc(C(=O)O)cc1)[C@H](C)CN([C@H](C)CO)C2=O | -1.7
CO[C@@H]1CN(C)C(=O)c2ccc(NC(=O)C3CC3)cc2OC[C@H](C)N(C(=O)c2ccncc2)C[C@H]1C | -1.6
C#Cc1ccc([C@@H]2C=C(C(=O)N3CCCCCCC3)O[C@H](OCCCCO)C2)cc1 | -1.0
Cc1noc(C)c1NC(=O)N(C)C[C@H]1Oc2c(NC(=O)Nc3ccc(C(F)(F)F)cc3)cccc2C(=O)N([C@H](C)CO)C[C@H]1C | 2.2
CCC(=O)N(C)C[C@@H]1Oc2cc(-c3ccccc3C)ccc2S(=O)(=O)N([C@H](C)CO)C[C@@H]1C | 0.9
CCC(=O)N1[C@H](C(=O)Nc2ccccc2)[C@@H](CO)[C@@H]2Cn3c(ccc(C4=CCCC4)c3=O)[C@@H]21 | -0.3
Cc1ccc(S(=O)(=O)Nc2cccc3c2O[C@@H](CN(C)Cc2ccc(Oc4ccccc4)cc2)[C@H](C)CN([C@@H](C)CO)C3=O)cc1 | -0.2
CCC(=O)Nc1ccc2c(c1)C(=O)N(C)[C@H]1CC[C@H](CC(=O)NCC3CCCCC3)O[C@@H]1CO2 | -0.6
CO[C@@H]1CN(C)C(=O)c2cc(NC(=O)Nc3ccc(F)cc3)ccc2OC[C@H](C)NC[C@@H]1C | -8.7
C/C=C/c1ccc([C@@H]2[C@@H](CO)N(C(C)=O)[C@@H]2CNC(=O)c2ccccc2)cc1 | 0.3

An excerpt from above in order of SMILES length, largest number first.
SMILES | TcdB GH inh
Cc1ccc(S(=O)(=O)Nc2cccc3c2O[C@@H](CN(C)Cc2ccc(Oc4ccccc4)cc2)[C@H](C)CN([C@@H](C)CO)C3=O)cc1 | -0.2
CO[C@@H]1CN(C)C(=O)c2ccc(NC(=O)C3CC3)cc2OC[C@H](C)N(C(=O)c2ccncc2)C[C@H]1C | -1.6
CCC(=O)N(C)C[C@@H]1Oc2cc(-c3ccccc3C)ccc2S(=O)(=O)N([C@H](C)CO)C[C@@H]1C | 0.9

These rows are one share of the data; count on the stated rates, not on these rows.
